# APE1 inh: qHTS Assay for Inhibitors of the Human Apurinic/apyrimidinic Endonuclease 1 (APE1) | DNA repair nuclease/redox regulator APEX1 (Homo sapiens), P27695 | recombinant APE1, TAMRA/BHQ-2 abasic DNA cleavage fluorescence | Potency, µM (highest dose often 65.8 µM), inactives show top-dose activity change, negative = inhibition, most hits filed as inhibitors | 350,000 compounds, 0.35% hits;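 further: plate controls were vehicle for no effect and reference inhibitor for full effect; nearly all actives have a fitted effect of over 55% in size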
# Target sequence (P27695 whole entry, looked up): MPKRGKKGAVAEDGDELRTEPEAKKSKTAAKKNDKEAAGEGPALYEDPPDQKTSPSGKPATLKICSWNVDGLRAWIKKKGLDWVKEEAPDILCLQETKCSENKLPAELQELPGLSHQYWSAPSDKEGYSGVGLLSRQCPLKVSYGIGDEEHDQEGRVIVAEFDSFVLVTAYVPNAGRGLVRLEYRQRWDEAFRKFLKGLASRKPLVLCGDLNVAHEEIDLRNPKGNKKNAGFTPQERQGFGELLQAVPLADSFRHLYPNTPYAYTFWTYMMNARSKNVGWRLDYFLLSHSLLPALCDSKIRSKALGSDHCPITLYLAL
#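 Endonuclease cleavage of a quenched abasic-site DNA duplex (50 nM) by APE1 (0.75 nM) was tracked by TAMRA dequenching. Compounds were preincubated with enzyme 15 min at room temperature; data normalized to buffer-only and DMSO wells plus NSC13755 control.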
# Pol eta inh: qHTS for Inhibitors of Polymerase Eta. DNA polymerase eta (Homo sapiens), Q9Y253. recombinant Pol eta, fluorescent DNA replication assay. Potency, µM (series often up to 114 µM), without a hit: top-dose activity change, negative = inhibition, actives largely listed as inhibitors. 390,000 compounds, 1.2% hits. AID 588591, 2011; further: on the % scale 0 is the no-effect control and ±100 the full control effect
#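 Pol eta (10 nM) was preincubated with compounds for 15 min at room temperature, after which fluorescent replication substrate (50 nM final) was added to start the reaction. Fluorescence was read kinetically at 0 and 10 min.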
# Apoferritin bind: qHTS Assay for Identification of Novel General Anesthetics. Ferritin light chain (Equus caballus), P02791. apoferritin/1-aminoanthracene competitive binding, fluorescence. Potency, µM (highest dose often 77.5 µM), for the others: at the top dose activity change, negative = displacement, hits mostly inhibitors. 350,000 compounds, 0.074% hits. AID 485281, 2010; further: on the % scale 0 is the no-effect control and ±100 the full control effect; nearly all actives have a fitted effect of over 20% in size
# Target sequence (P02791 2-175 limits assumed): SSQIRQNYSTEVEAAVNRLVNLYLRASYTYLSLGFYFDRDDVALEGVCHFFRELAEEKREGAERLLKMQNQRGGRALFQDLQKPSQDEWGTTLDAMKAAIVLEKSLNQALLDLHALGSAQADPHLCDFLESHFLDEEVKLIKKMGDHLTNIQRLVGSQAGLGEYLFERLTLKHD
#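 In PBS, apoferritin at 10 uM is loaded with 1-AMA from a 50% saturated solution. After 10 min of compound exposure at ambient temperature, reduced 535 nm fluorescence indicates probe displacement.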
# G9a block: qHTS Assay for Inhibitors of Histone Lysine Methyltransferase G9a; G9a H3K9 monomethylation, AlphaScreen, 2 h; AID 504332, 2011; 350,000 compounds, 8.8% hits; Potency, µM (doses to about 102 µM), for inactives: at the top dose activity, negative = inhibition, hits mostly inhibitors; Histone-lysine N-methyltransferase EHMT2 (Homo sapiens), Q96KQ7; further: on the % scale 0 is the no-effect control and ±100 the full control effect; nearly all actives have a fitted effect of over 75% in size
# Target sequence (Q96KQ7 913-1193 limits assumed): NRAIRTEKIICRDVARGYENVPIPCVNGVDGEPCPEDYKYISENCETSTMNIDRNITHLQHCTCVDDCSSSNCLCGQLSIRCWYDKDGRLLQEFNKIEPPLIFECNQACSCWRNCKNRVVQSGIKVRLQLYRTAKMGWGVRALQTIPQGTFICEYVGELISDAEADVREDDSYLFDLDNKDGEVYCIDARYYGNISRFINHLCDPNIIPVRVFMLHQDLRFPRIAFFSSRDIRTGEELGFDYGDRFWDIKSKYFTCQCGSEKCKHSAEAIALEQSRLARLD
#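 Quantitative HTS format: methyltransferase activity on a biotin-tagged H3K9 peptide is measured by AlphaScreen, using a rabbit anti-monomethyl-H3K9 antibody with streptavidin donor and anti-IgG acceptor beads. Final levels are 20 nM enzyme, 500 nM peptide, 20 uM SAM; 2 h RT.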
# Pol kappa inh: qHTS for Inhibitors of Polymerase Kappa; 400,000 compounds, 0.53% hits; AID 588579, 2011; DNA polymerase kappa (Homo sapiens), Q9UBT6; Potency, µM (titrated, usually from 107 µM), for inactives: at the highest dose activity, negative = inhibition, usual class: inhibitors; purified Pol kappa, fluorescent DNA synthesis assay, 10 min; further: on the % scale 0 is the no-effect control and ±100 the full control effect
#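 Readout: fluorescence, taken kinetically at 0 and 10 min. Conditions: 10 nM Pol kappa, 15 min RT compound preincubation, 50 nM substrate final. Controls: enzyme-free buffer wells.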
# POLI inh: qHTS for Inhibitors of Polymerase Iota | DNA polymerase iota (Homo sapiens), Q9UNA4 | Pol iota fluorescent replication assay, 10 min | Potency, µM (highest dose often 115 µM), without a hit: at the highest dose activity, negative = inhibition, usual class: inhibitors | 390,000 compounds, 1% hits | AID 588590, 2011
#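 Fluorescent replication assay read twice, at 0 min and 10 min after adding 50 nM (final) substrate. Enzyme (10 nM) and compounds were first incubated 15 min at room temperature; enzyme-free buffer wells were negative controls.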
# Pol beta inh: qHTS Assay for Inhibitors of DNA Polymerase Beta; P06746; Pol beta primer extension/strand displacement, fluorescence kinetic; Potency, µM (doses to about 114 µM), for inactives: top-dose activity change, negative = inhibition, actives largely listed as inhibitors; 340,000 compounds, 1.3% hits; further: on the % scale 0 is the no-effect control and ±100 the full control effect
#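 Homogeneous kinetic assay of primer extension and strand displacement by 10 nM Pol beta, preincubated 15 min at room temperature with compound before 50 nM substrate (final) was added. Read at 0 and 10 min; four-parameter Hill fit.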
# BAZ2B inh: qHTS Assay for Inhibitors of BAZ2B | Bromodomain adjacent to zinc finger domain protein 2B (Homo sapiens), Q9UIF8 | AlphaScreen BAZ2B-H3K14Ac peptide displacement | Potency, µM (titrated, usually from 114 µM), for the others: at the highest dose activity change, negative = inhibition, most hits filed as inhibitors | 360,000 compounds, 4.4% hits | AID 504333, 2011; further: on the % scale 0 is the no-effect control and ±100 the full control effect; nearly all actives have a fitted effect of over 60% in size
#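 BAZ2B 50 nM plus b-H3(5-23)K14Ac 50 nM, PBS pH 7.4/0.01% Tween-20, 30 min RT; compound added (max 110 uM), 30 min RT; streptavidin donor/Ni-chelate acceptor beads 10 ug/mL final, 20 min dark; AlphaScreen read.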
# BLM inh: qHTS Assay for Inhibitors of Bloom's syndrome helicase (BLM) | 350,000 compounds, 0.2% hits | Potency, µM (series often up to 56.1 µM), for the others: at the highest dose activity change, negative = inhibition, hits mostly inhibitors | RecQ-like DNA helicase BLM (Homo sapiens), P54132 | recombinant BLM DNA unwinding, fluorescence dequenching;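 further: plate controls were vehicle for no effect and no enzyme for full effect; nearly all actives have a fitted effect of over 35% in size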
# An asterisk follows results filed as active; u = inconclusive; x = no result given; & = joins results of further samples; [ ] = remark or other dose. The call rests on the fitted dose curve; in most records, active means well fitted curve in the direction sought with a large enough effect; inconclusive means small, poorly fitted or top-dose-only effect, or another doubt; inactive means no such curve, though single readings can be large; an effect the other way counts as inactive or inconclusive. Potency means the concentration at half of the fitted maximal effect. An excerpt (hit frequency here may not be typical).
Molecule	Pol kappa inh	BAZ2B inh	G9a block	Apoferritin bind	APE1 inh	Pol beta inh	Pol eta inh	POLI inh	BLM inh
Cc1ccccc1CSCC(=O)NCCSc1ccccn1	-4%	-3%	-3%	-19%	27%	12%	-20%	117%[activator]	-4%
CC(NCCc1ccc(S(N)(=O)=O)cc1)C(=O)NCCc1ccc(F)cc1 (stereo unspecified)	11%	50µM*	8%	6%	-1%	26%	-6%	35%[activator]	0%
CC1CCC(NC(=O)Cn2cc3c(n2)CCCC3)CC1 (stereo unspecified)	-9%	4%	4%	-4%	-10%	3%	-8%	1%	0%
CC1=C(CCN2CCN(C3CCCC3)C(CCO)C2)C(C)(C)CCC1 (stereo unspecified)	2%	5%	6%	-14%	9%	6%	-21%	-7%	-2%
CCOC(=O)c1c(-c2ccc(F)cc2)csc1NC(=O)c1c(-c2ccccc2)noc1C	-17%	10%	6%	3%	0%	-2%	-23%	29%	-5%
Oc1ccc(/C=N/Nc2ccc(Cl)nn2)cc1O	-5%	-23%	-14%	-7%	13%	u	-6%	-19%	-12%
Cc1ccc(S(=O)(=O)NC(=O)NCCCCNC(=O)NS(=O)(=O)c2ccc(C)cc2)cc1	-1%	7%	7%	-9%	13%	30%	-7%	-13%	0%
Cc1ccc(C(CC(=O)Nc2ccc(C)cc2C)N2Cc3ccccc3C2=O)cc1 (stereo unspecified)	-28%	u	-41%[59 µM]	-13%	x	8%	-10%	6%	-17%
COC(=O)C1C2C=CC3(CN(c4cccc(Cl)c4)C(=O)C13)O2 (stereo unspecified)	16%	-5%	6%	-5%	-2%	9%	-18%	16%	2%
CCOc1cc(NC(=O)c2ccccc2C)c(OCC)cc1NC(=O)C1=Cc2ccccc2OC1	9%	8%	9%[59 µM]	6%	-11%	-1%	-14%	4%	0%
COc1ccc(-c2cn3nc(N4CCCC(C(=O)Nc5cccc(Cl)c5C)C4)sc3n2)cc1 (stereo unspecified)	-13%	-1%	-35%[59 µM]	1%	x	-2%	7%	15%	-7%
COc1ccc(OC(=O)c2nc(SCc3ccc(F)cc3)ncc2Cl)cc1	-4%	31%	30%[59 µM]	3%	x	u	-11%	-6%	-5%

# BAZ2B inh: hit marks shown above
mol | Pol kappa inh | BAZ2B inh | G9a block | Apoferritin bind | Pol beta inh | Pol eta inh | POLI inh | BLM inh
CC(NCCc1ccc(S(N)(=O)=O)cc1)C(=O)NCCc1ccc(F)cc1 (stereo unspecified) | 11% | 50µM* | 8% | 6% | 26% | -6% | 35%[activator] | 0%

# Fetched by structure from above (two):
Molecule	Pol kappa inh	BAZ2B inh	G9a block	Apoferritin bind	APE1 inh	Pol beta inh	Pol eta inh	POLI inh	BLM inh
CC1CCC(NC(=O)Cn2cc3c(n2)CCCC3)CC1 (stereo unspecified)	-9%	4%	4%	-4%	-10%	3%	-8%	1%	0%
COC(=O)C1C2C=CC3(CN(c4cccc(Cl)c4)C(=O)C13)O2 (stereo unspecified)	16%	-5%	6%	-5%	-2%	9%	-18%	16%	2%

# Continued.
Molecule	Pol kappa inh	BAZ2B inh	G9a block	Apoferritin bind	APE1 inh	Pol beta inh	Pol eta inh	POLI inh	BLM inh
Cc1cccc(N(CC(=O)NC2CCCCC2)C(=O)c2c(C)noc2C)c1	2%	6%	-4%[12.7 µM]	-6%	1%	-1%	-8%	-12%	1%
O=C(c1ccccc1OCc1ccccc1Br)N1CCN(c2ncccn2)CC1	-11%	0%	14%[59 µM]	-11%	16%	13%	-13%	10%	-1%
Cc1cccc(-c2noc(CCCC(=O)NC3CCCC3)n2)c1	-9%	1%	8%	-6%	14%	15%	-13%	-1%	-6%
O=C(CC(C(=O)O)c1ccc(Cl)cc1)c1ccc(Cl)c(Cl)c1 (stereo unspecified)	1%	-21%	u	-4%	47%	-28%	-17%	20%	-4%
Fc1ccccc1/C=N/Nc1nc2ccccc2o1	-12%	11%	26%	39%[activator]	-6%	17%	4%	18%	0%
O=C(Nc1ccccc1)N1CCN2C(=O)c3ccccc3C12c1ccccc1 (stereo unspecified)	-3%	8%	9%[59 µM]	u	-4%	29%	-11%	-5%	-8%
O=C(NCc1csc(-c2ccccc2)n1)c1cc(F)cc2c1OCOC2	-8%	2%	x	-16%	-2%	21%	-22%	63%[activator]	-9%
Cc1cccc([C@H]2[C@@H]3C=CC[C@@H](C)[C@@H]3C(=O)N2Cc2ccccc2)c1	2%&-14%	x	24%	43%[activator][110 µM]	-14%&14%	x	-14%	4%	-6%[75.6 µM]
COc1cccc(C(=O)C2CCCN(Cc3cccn3-c3ccccn3)C2)c1 (stereo unspecified)	4%	-3%	-48%	-13%	-1%	-1%	-11%	27%	-3%
CCC(C)C(NC(=O)OC(C)(C)C)C(=O)NC(CC(C)C)C(N)=O (stereo unspecified)	3%	39%[activator]	-1%[59 µM]	32%[activator]	4%	11%	-12%	-3%	4%
CCOC(=O)N1CCC(NC(=O)CN(C)S(=O)(=O)c2cc3c(cc2Cl)NC(=O)CO3)CC1	-1%	10%	5%[12.7 µM]	-5%	13%	4%	-1%	8%	-1%
O=C(Nc1nc2cc3c(cc2s1)OCO3)C1CCCCC1	2%	-23%	-52%	u	3%	-1%	-10%	22%	-5%

# Additional structures:
Molecule	Pol kappa inh	BAZ2B inh	G9a block	Apoferritin bind	APE1 inh	Pol beta inh	Pol eta inh	POLI inh	BLM inh
O=C(c1ccccc1)c1ccc(OCC(=O)N2CCOCC2)cc1	-2%	-16%	2%	-11%	-2%	-8%	3%	73%[activator]	-1%
Cc1ccc(S(=O)(=O)Oc2ccc(/C=C3/C(=N)N4C(=NC3=O)SN=C4S(C)(=O)=O)cc2)cc1	-27%	u	x	-15%	-22%	1%	28µM*	u	-7%
COc1ccc(CCN2C(=O)NC(NC(=O)c3ccccc3OC)(C(F)(F)F)C2=O)cc1OC (stereo unspecified)	1%	-8%	5%[59 µM]	1%	x	-24%	-16%	17%	-3%
Cc1cc2c(ncn2C)c(NS(=O)(=O)c2ccc(F)cc2)c1C	2%	-1%	5%	-4%	-2%	20%	-16%	4%	-2%
COc1ccc(NC(=O)/C(Cl)=C(/Cl)S(=O)(=O)Cc2ccc(C)cc2)cn1	-6%	-7%	45µM*	u	-4%	-1%	14µM*	u	-13%
C=CCNC(=S)Nc1sc2c(c1C(N)=O)CCCC2	2%	-38%	18µM*	-13%	0%	0%	-12%	51%[activator]	-5%
Cc1noc(C)c1S(=O)(=O)N(C)C[C@H]1Oc2c(NC(=O)NC3CCCCC3)cccc2C(=O)N([C@H](C)CO)C[C@@H]1C	19%	x	x	x	3%	x	-21%	33%[activator]	x
CCc1ccc(C2NC(c3ccc(CC)cc3)C([N+](=O)[O-])C(C)(C)C2[N+](=O)[O-])cc1 (stereo unspecified)	-17%	1%	-9%[59 µM]	3%	1%	1%	-15%	15%	-3%
COc1ccc(C2CC(C(F)(F)F)n3nc(C(=O)NCCCn4ccnc4)cc3N2)cc1OC (stereo unspecified)	-12%	-11%	22%[59 µM]	-4%	0%	-2%	-7%	-5%	-1%
COc1cccc(CNC(=O)Cn2ccc3cc(S(=O)(=O)N4CCCC4)ccc32)c1OC	-11%&7%	-5%[57.1 µM]	15%	-2%&-10%	2%	2%&35%	0%&-12%	21%&13%	-2%&-1%
Cc1ccc(S(=O)(=O)N2CCC(C(=O)N[C@@H](C)C(=O)NCc3ccco3)CC2)cc1	-10%	-30%	u	0%	4%	-26%	u	0%	0%
Cc1ccc(S(=O)(=O)Nc2ccccc2C(N)=O)cc1	-8%	9%	-29%[59 µM]	-5%	20%	7%	7%	8%	-1%

# Continued:
Molecule	Pol kappa inh	BAZ2B inh	G9a block	Apoferritin bind	APE1 inh	Pol beta inh	Pol eta inh	POLI inh	BLM inh
C/C(=N\N1CCCCC1)c1ccccc1O	-8%	6%	-6%	17%	60%[activator]	46%	-12%	-20%	-2%
c1ccc(CSc2ccc(-c3cccs3)nn2)nc1	-21%	-7%	16µM*	-18%	-5%	0%	5%	152%[activator]	-1%
C/C(=N/Nc1ccc(C)cc1)C1(C)N(O)C(C)(C)C(c2ccco2)=[N+]1[O-] (stereo unspecified)	-14%	u	7.1µM*	-10%	-2%	-1%	-15%	29%	-8%
COc1ccc2cc(-c3cc(C(=O)O)c4ccccc4n3)ccc2c1	-5%	-25%	u	26%	0%	0%	1%	20%	6%
O=[N+]([O-])c1ccc(N2CCN(Cc3cccc([N+](=O)[O-])c3)CC2)cc1	-3%	u	-11%	u	17%	-26%	-14%	-1%	-3%
COc1ccc(NS(=O)(=O)c2ccc(Br)s2)cc1OC	-3%	0%	17%[59 µM]	-23%	-3%	80%	-4%	21%	0%
Cc1cc(C)c(S(=O)(=O)N2CCN(c3ccc([N+](=O)[O-])c(NCC4CCCO4)c3)CC2)c(C)c1 (stereo unspecified)	-3%	-28%	0%	-13%	-3%	1%	-13%	8%	-2%
O=C(c1ccc(N2C(=O)C3CC=C(Cl)CC3C2=O)cc1)N1CCOCC1 (stereo unspecified)	-17%	-16%	0%	-16%	-6%	-16%	-5%	16%	0%
Nc1cc(=O)nc(SCC(=O)NC2CCCCC2)n1-c1ccccc1	4%	-1%	-9%	-13%	1%	22%	-10%	7%	-1%
O=C1C=C(c2ccc(F)cc2OCc2ccccc2)C[C@@H](c2ccc(F)cc2)C1	12%	-7%	-17%[0.501 µM]	x	-22%	x	-10%	24%	x
CC(=O)OCCN(CCCn1c(-c2ccncc2)nc2ccccc21)c1nc(CN2CCCCC2)cs1	-4%	-38%	-3%	-18%	34%	6%	-11%	17%	-11%
O=C1CC(=O)N(c2cccc(F)c2)N1	-20%	-38%	56µM*	-7%	-6%	u	-7%	u	-1%
